Bioassay records: PubChem, several laboratories
Y pestis TopoI: blocks Yersinia pestis topoisomerase I activity; activity, % at 10 µM; Y. pestis Topo-I cleavage product accumulation, plate reader; 360,000 compounds, 0.064% hits; AID 504884; in the data active = activity above about 50%, passing the limit was not always enough; inconclusive = no clear call, values can overlap the other calls; also: inactives centre near 2
BH1578 lux ind: induces V. cholerae light production without autoinducers. V. cholerae BH1578 lux reporter, luminescence, 6 h. AID 588436. activation, % at 18.7 µM. 350,000 compounds, 0.16% hits; in the data active = activation mostly above about 9.7%, no sharp cut-off; inconclusive = no clear call, values can overlap the other calls; inactive = mostly below about 3.7%; also: not every result past the cut was called active; inactives centre near 0; reference of the scale not given here
SARS 3CLpro inh: SARS-CoV 3CLpro protease inhibition. inhibition, % at 6 µM. 290,000 compounds, 0.14% hits. AID 1706. recombinant SARS-CoV 3CLpro, quenched FRET peptide cleavage. P0C6X7; in the data active = inhibition above about 12%
Rv3671c protease: inhibitors of M. tuberculosis serine protease Rv3671c; inhibition, % at 5.96 µM; 320,000 compounds, 0.048% hits; P9WHR9; AID 2606; in the data active = inhibition above about 38%;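 also: extracellular domain of Rv3671c used as enzyme; 0% = enzyme with DMSO and 100% = no enzyme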
Target sequence (P9WHR9 whole entry, looked up, the tested form may be a part): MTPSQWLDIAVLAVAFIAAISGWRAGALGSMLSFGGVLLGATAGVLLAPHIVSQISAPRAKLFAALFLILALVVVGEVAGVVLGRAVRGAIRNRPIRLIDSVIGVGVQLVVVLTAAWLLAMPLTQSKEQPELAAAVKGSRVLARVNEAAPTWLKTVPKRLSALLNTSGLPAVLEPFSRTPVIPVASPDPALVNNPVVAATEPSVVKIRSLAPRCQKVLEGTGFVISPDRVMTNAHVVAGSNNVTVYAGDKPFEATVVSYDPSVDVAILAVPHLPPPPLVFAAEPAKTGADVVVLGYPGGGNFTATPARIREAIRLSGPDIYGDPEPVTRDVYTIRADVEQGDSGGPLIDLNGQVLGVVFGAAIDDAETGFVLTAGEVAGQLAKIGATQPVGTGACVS
MazEF act: MazEF (E. coli) toxin RNase activation; P0AE70; FAM/BHQ RNA-DNA oligo cleavage fluorescence, 5 h; activation, % at 20 µM; 350,000 compounds, 0.32% hits; in the data active = activation above about 50%
Target sequence (P0AE70 whole entry, looked up): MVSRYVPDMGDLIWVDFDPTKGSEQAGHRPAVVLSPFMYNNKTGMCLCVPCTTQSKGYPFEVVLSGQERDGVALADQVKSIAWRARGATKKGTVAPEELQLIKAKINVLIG
SSB-PriA inh: inhibitors of Klebsiella pneumoniae PriA binding to SSB C-terminal tail; 430,000 compounds, 0.6% hits; AID 1272365; inhibition, % at 33 µM; AlphaScreen SSBct-PriA binding, biotinylated peptide; in the data active = inhibition mostly above about 37%, no sharp cut-off; inactive = mostly below about 20%;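 also: plate controls were negative control peptide for no effect and reference peptide for full effect; strong numbers were not always called active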
DUSP3 inh: DUSP3 (human) phosphatase inhibition. P51452. recombinant VHR phosphatase, pNPP absorbance. inhibition, % at 13.3 µM. 290,000 compounds, 0.52% hits. AID 1654; in the data active = inhibition above about 50%; also: some compounds called inactive have numbers as strong as hits
Target sequence (P51452 whole entry, looked up): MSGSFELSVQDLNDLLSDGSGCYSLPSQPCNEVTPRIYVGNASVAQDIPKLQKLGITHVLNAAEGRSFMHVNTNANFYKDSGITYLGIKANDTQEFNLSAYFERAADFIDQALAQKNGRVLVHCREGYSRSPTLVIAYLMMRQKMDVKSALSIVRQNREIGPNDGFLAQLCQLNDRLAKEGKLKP
Anthrax LF inh2: blocks Bacillus anthracis lethal factor protease; inhibition, % at 10 µM; AID 588501; multiplex microsphere protease cleavage assay, LF; 360,000 compounds, 0.12% hits; P15917; in the data active = inhibition above about 30%; inconclusive = no clear call, values can overlap the other calls; also: plate controls were buffer without enzyme for full effect and enzyme alone for no effect
TcdB GH inh: inhibitors of Clostridioides difficile toxin B glycohydrolase; TcdB glycohydrolase enzymatic assay, plate reader; inhibition, % at 9.99 µM; 350,000 compounds, 0.24% hits; P18177; in the data active = inhibition above about 10%
PfHsp40 yeast: restores yeast growth despite PfHsp40 toxicity; S. cerevisiae expressing PfHsp40, growth rescue, ATP luminescence; growth rescue, % at 12.5 µM; 340,000 compounds, 0.68% hits; in the data active = growth rescue above about 28%, passing the limit was not always enough; inconclusive = no clear call, values can overlap the other calls;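 also: yeast W303a lacking pdr1 and pdr3 grown in galactose medium; growth measured after three days at 30 °C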
* hit, by the source's call; i = inactive; u = inconclusive; x = not tested or not shown; & = joins results of further samples. These rows are one share of the data; count on the stated rates, not on these rows.

SMILES | Y pestis TopoI | BH1578 lux ind | SARS 3CLpro inh | Rv3671c protease | MazEF act | SSB-PriA inh | DUSP3 inh | Anthrax LF inh2 | TcdB GH inh | PfHsp40 yeast
N#Cc1cnn2cc(CCN3CCOCC3)c(-c3ccc(F)cc3)nc12 | 11 | i | 5 | 11 | -7 | -16 | 0 | -1 | 0.9 | -0.2
COC1OC2COC(c3ccccc3)OC2C(OC(=O)c2ccccc2)C1OC(=O)c1ccccc1 (stereo unspecified) | 18 | -0.8 | x | x | -3 | -3 | x | 7 | 0.4 | -0.2
N#CC1CCCc2c1[nH]c1ccc([N+](=O)[O-])cc21 (stereo unspecified) | 1 | -0.7 | 0 | 1 | 3 | 5 | 4 | x | 1.2 | -2.3
Cc1cccnc1C(NC(=O)C1CCN(CCOc2ccc(F)cc2)CC1)c1ccc(F)cc1 (stereo unspecified) | 10 | i | x | x | x | x | x | -4 | 0.0 | x
O=C(N/N=C/c1cc([N+](=O)[O-])ccc1O)C(O)(c1ccccc1)c1ccccc1 | -3 | -0.4 | 6 | -2 | 0 | x | 34 | x | 0.5 | 3.4
c1ccc(C2c3[nH]c4ccccc4c3CCN2Cc2cccn2-c2ccccn2)nc1 (stereo unspecified) | 9 | -0.3 | -4 | 6 | 6 | 32 | 17 | -6 | 0.7 | -1.4
O=C1Nc2ccc(Br)cc2C1Cc1ccccc1F (stereo unspecified) | 5 | -0.2 | 2 | -5 | 8 | -1 | 12 | 2 | 28* | -0.7
Cc1c(NC(=O)Nc2ccc(C#N)cc2)c(=O)n(-c2ccccc2)n1C | -1 | 1.7 | -2 | -5 | 0 | -4 | x | 4 | 0.5 | -0.9
O=C(O)C(Cc1cc2ccccc2[nH]1)N1C(=O)C2CC=C(Cl)CC2C1=O (stereo unspecified) | -4 | i | -2 | 6 | 13 | 7 | 14 | -1 | x | -0.1
CCCCN(C(=O)c1cc(CC)c(C)s1)c1c(N)n(CCC)c(=O)[nH]c1=O | 31 | -0.6 | x | -5 | 2 | -1 | x | 3 | 0.5 | -0.8
CC1=[N+]([O-])C(C)(C)CC(C)(C)c2ccccc21 | -5 | x | -9 | -7 | -5 | -4 | 8 | -3 | x | -0.9
O=C(Nc1ccc2nc(-c3cccs3)[nH]c2c1)c1cccs1 | -10 | -0.6 | 0 | -4 | -4 | -8 | -2 | -2 | x | -1.6
Cn1c(-c2ccsc2)c(-c2cccs2)c2cc(-c3ccc4[nH]ccc4c3)ccc21 | -7 | 1.2 | x | 4 | -5 | 21 | x | -2 | 0.6 | 0.5
CC(Oc1ccc(Cl)cc1)C(=O)NCC1CCCO1 (stereo unspecified) | -2 | -0.2 | 1 | 3 | -5 | -10 | -1 | -2 | 1.1 | -1.7
O=C(CSc1ncnc2c1cnn2-c1cccc(Cl)c1)NCC1CCCO1 (stereo unspecified) | 11 | i | 4 | 0 | 0 | -5 | 24 | x | 1.5 | -1.4

Shown with two lines to a compound: 5 of the compounds above
Order of values: Y pestis TopoI, BH1578 lux ind, SARS 3CLpro inh, Rv3671c protease, MazEF act, SSB-PriA inh, DUSP3 inh, Anthrax LF inh2, TcdB GH inh, PfHsp40 yeast
> Cc1c(NC(=O)Nc2ccc(C#N)cc2)c(=O)n(-c2ccccc2)n1C
 : -1, 1.7, -2, -5, 0, -4, x, 4, 0.5, -0.9
> O=C(O)C(Cc1cc2ccccc2[nH]1)N1C(=O)C2CC=C(Cl)CC2C1=O (stereo unspecified)
 : -4, i, -2, 6, 13, 7, 14, -1, x, -0.1
> Cc1cccnc1C(NC(=O)C1CCN(CCOc2ccc(F)cc2)CC1)c1ccc(F)cc1 (stereo unspecified)
 : 10, i, x, x, x, x, x, -4, 0.0, x
> O=C(Nc1ccc2nc(-c3cccs3)[nH]c2c1)c1cccs1
 : -10, -0.6, 0, -4, -4, -8, -2, -2, x, -1.6
> O=C(CSc1ncnc2c1cnn2-c1cccc(Cl)c1)NCC1CCCO1 (stereo unspecified)
 : 11, i, 4, 0, 0, -5, 24, x, 1.5, -1.4

Other records:
SMILES | Y pestis TopoI | BH1578 lux ind | SARS 3CLpro inh | Rv3671c protease | MazEF act | SSB-PriA inh | DUSP3 inh | Anthrax LF inh2 | TcdB GH inh | PfHsp40 yeast
CCCCn1c(N)c(N(CC)C(=O)c2ccc3c(c2)S(=O)(=O)c2ccccc2C3=O)c(=O)[nH]c1=O | -8 | -0.3 | 0 | 1 | -3 | -8 | 40 | -9 | x | -1.0
COc1cccc(Cn2cc(N)cn2)c1 | -2 | 1.4 | 3 | -8 | 7 | 5 | 13 | -4 | 0.8 | -1.0
c1ccc(-c2ccccc2OCc2nnc3n2CCC3)cc1 | 9 | -0.3 | 3 | -2 | -31 | -7 | 48 | -2 | 1.1 | -1.1
OCC1(Cc2ccccc2)CCCN(Cc2c[nH]c3ccccc23)C1 (stereo unspecified) | -1 | i | -4 | -5 | 13 | -5 | 15 | -4 | 3.8 | 0.3
CC1CN(S(=O)(=O)c2cccc(C(=O)OCC(=O)N3CCCCCC3)c2)CC(C)O1 (stereo unspecified) | 9 | -0.9 | x | -2 | 5 | -5 | x | 2 | 1.8 | -0.3
CC12CCC(O)CC1CCC1C2CCC2(C)C(C3=CC(=O)OC3)C(O)CC12O (stereo unspecified) | -1 | i | x | x | 0 | -6 | x | 2 | 2.1 | 0.7
COC(=O)c1ccc(Nc2cc(C)nc3ccccc23)cc1 | -4 | -1.9 | 1 | 9 | 4 | 4 | -15 | -17 | 1.0 | -1.5
CC1Cc2nc(SCC(=O)Nc3ccc(F)cc3)n(C)c(=O)c2S1 (stereo unspecified) | 2 | i | -6 | 6 | 16 | 2 | 4 | -3 | x | -0.7
CC(NC(=O)C(c1ccccc1)c1ccccc1)C(=O)N1CCCCC1 (stereo unspecified) | -1 | -0.3 | -2 | -3 | -24 | -14 | 26 | -6 | 0.2 | -0.6
CCOC(=O)c1c2c(c(=S)n(-c3ccccc3)c1N)CCC2 | 2 | -0.4 | 1 | 4 | -5 | 4 | -12 | 11 | x | 3.1
CC(C)N1C(=O)CSC1c1ccc(Br)cc1 (stereo unspecified) | -2 | -0.2 | 3 | 5 | -7 | -15 | 4 | -1 | -0.1 | -1.3
Fc1ccc(-n2nnc(-c3nccs3)n2)cc1 | 4 | -0.6 | 4 | 3 | 3 | -7 | 7 | 5 | -0.6 | -0.7
O=S(=O)(c1ccc(Br)cc1)N1CCCN(Cc2cccc(F)c2)CC1 | 14 | i | 1 | -13 | -13 | -13 | 15 | 1 | x | 1.9
Cc1cc(C)c(S(=O)(=O)N2CCOC2CNC(=O)C(=O)NCCc2ccc(S(N)(=O)=O)cc2)c(C)c1 (stereo unspecified) | -1 | -0.2 | -1 | -1 | 4 | 0 | 17 | -4 | 0.4 | 1.6
CCOC(=O)c1ccccc1NC(=O)CSc1nnc(Cc2cccn2C)n1-c1ccc(F)cc1 | 8 | -0.2 | 3 | -6 | 6 | 18 | 24 | -6 | x | -0.6
CN(CC(=O)Nc1cccc(F)c1)C(=O)c1ccccc1-n1cnnn1 | u | i | x | x | 5 | 7 | x | -2 | -0.7 | 0.1
CC(C)(C)OC(=O)NC1CONC1=O (stereo unspecified) | -6 | -0.3 | 0 | 1 | -1 | -5 | -5 | 0 | -0.5 | -0.2
CCOCCCNC(=O)COc1ccc(OC)cc1 | 2 | -3.8 | -2 | -1 | 14 | 0 | 4 | 12 | x | -0.6
COc1ccc2c(c1OC)C(=O)N1C2SC[C@H]1C(=O)NC1CCCCC1 (stereo partly specified) | 13 | -0.5 | -2 | -1 | 3 | -14 | 45 | -3 | 0.8 | -0.5
Cc1cc(NC(=O)C(Cl)Cl)cc2c1OCO2 | -3 | -5.9 | x | x | 1 | 2 | x | -8 | -1.3 | 2.2
O=C(COC(=O)C1(c2ccccc2F)CCCC1)NCc1ccc2c(c1)OCO2 | 27 | -0.3 | 6 | 4 | 2 | -12 | 21 | 0 | x | 2.6
CCCCn1c(SCC(=O)Nc2cc(C(F)(F)F)ccc2Cl)nnc1C(CC)N(C)C (stereo unspecified) | 1 | -3.0 | -5 | 2 | -4 | -5 | -3 | -3 | 7.2 | 0.3
O=C(N/N=C/c1ccc(-c2ccccc2Cl)o1)c1ccccc1 | 6 | -5.6 | 1 | -6 | -4 | x | -7 | 1 | x | -1.0
c1ccc(Oc2cccc(OCCn3cncn3)c2)cc1 | 0 | -0.6 | -1 | -8 | 2 | -10 | 18 | 0 | x | 2.0
Cc1c(C(=O)Nc2nc3ccccc3[nH]2)oc2ccccc12 | -3 | -1.7 | 2 | 1 | 6 | 2 | 13 | 0 | 1.8 | 13
Cc1cccc(-c2nc(CSCC(=O)NCCCN3CCOCC3)c(C)o2)c1 | 13 | -0.3 | 6 | -2 | 5 | -9 | 29 | -8 | x | 0.3
Cc1ccc(N(CCC#N)C(=O)CCl)cc1C | -1 | i | 5 | -2 | 8 | -10 | -22 | -3 | -0.4 | -0.8
CC(C)(C)C(CN1CCCC1)OC(=O)c1ccccc1 (stereo unspecified) | -8 | i | 3 | -3 | 8 | 6 | 2 | -7 | 0.5 | -1.4
CCOc1ccc(S(=O)(=O)N(CC)CC)cc1N | 15 | i | 3 | -4 | -14 | -10 | 37 | 4 | 0.7 | -0.1
CC(=O)Nc1cccc(-c2csc(Nc3cccc(C)n3)n2)c1 | -3 | i | -4 | -3 | 7 | -9 | 23 | -5 | 4.2 | 0.1
CCCNC(=O)c1ccc(N2CCC3(CC2)CC(c2ccccc2)=NO3)c(NC(=O)c2ccccc2)c1 | 14 | i | 9 | -26 | -10 | -28 | 20 | -3 | x | -0.1
N#Cc1ccccc1OCC(O)CS(=O)(=O)c1ccccc1 (stereo unspecified) | -3 | -0.3 | 2 | 0 | 1 | 17 | -3 | 1 | 0.3 | -1.6
O=C(CCn1c(=O)c2cccn2c2ccc(F)cc21)NCCc1ccccc1 | 26 | -0.5 | -2 | -7 | 8 | -4 | 1 | -2 | 0.8 | 1.1
Cn1cncc1C(=O)c1ccccc1 | 5 | -0.9 | 3 | -2 | 7 | 5 | 21 | -1 | -0.2 | 0.4
COCCCn1c(C)nc2c(c1=O)c1nc3ccccc3nc1n2CCc1ccccc1 | 9 | i | 0 | 1 | 3 | -16 | 14 | x | x | 0.0
N#Cc1ccc(S(=O)(=O)N2CCC(N3CCCCC3)CC2)cc1 | 2 | -0.5 | -1 | 12 | 4 | 2 | 39 | 0 | 0.1 | -0.4
COC(=O)c1ccc(C(=O)OC)c(NC(=O)CSc2nc(-c3ccco3)cc(C(F)(F)F)n2)c1 | -4 | 2.8 | 2 | x | -2 | -18 | x | -6 | x | -1.8
O=C(N/N=C/c1cc(Br)c(O)c(Br)c1O)c1ccc2c(c1)OCCO2 | -22 | -0.2 | 0 | 42* | 9 | x | 22 | -2 | -0.2 | 152*
Cc1ccc(S(=O)(=O)Nc2c(NC3CCCCC3)c3ccccc3oc2=O)c(C)c1 | 35 | -0.3 | 2 | -1 | -3 | -8 | -2 | 0 | x | 4.9
COc1ccc(S(=O)(=O)Nc2ccc3c(c2)C(=O)N([C@H](C)CO)C[C@H](C)[C@H](CN(C)Cc2ccc(C(=O)O)cc2)O3)cc1 | 11 | 2.1 | x | -4 | -1 | 3 | x | -6 | -0.4&-0.3 | -1.2
Cc1ccc2nc(NCCCO)nc(-c3ccccc3)c2c1 | 4 | i | 2 | 1 | -1 | -39 | 12 | 2 | x | -0.4
CCOC(=O)c1c(C)c(C(=O)NCc2cccnc2)c(C)n1CC | 3 | -0.5 | -4 | -6 | 6 | -8 | 6 | 2 | x | 0.8
Cc1c([N+](=O)[O-])cc(C(=O)Nc2ccc(Cc3ccncc3)cc2)cc1[N+](=O)[O-] | 1 | i | 8 | -5 | -2 | 22 | 14 | -2 | 1.6 | 0.3
Cc1cccc2nnc(-c3ccccc3)n12 | 8 | 0.0 | x | x | 13 | -14 | x | 1 | -0.5 | -0.7
